# Screening results deposited in PubChem by Sanford-Burnham Center for Chemical Genomics.
# mIAP inh – blocks mouse intestinal alkaline phosphatase. purified mouse IAP, CDP-Star luminescence, 30 min. hit rate 0.2% among 330,000. AID 2806. inhibition, % at 10 µM;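 active = inhibition of at least 40% at 10 µM in the primary screen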;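 note: plate controls were DMSO with enzyme for no effect and no enzyme wells for full effect; values of inactives mirror those of a sister screen read the other way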
# mIAP act – mouse IAP activation. hit rate 0.24% among 330,000. muIAP, CDP-Star luminescence, 30 min; stronger effect = higher value; 1 = vehicle-only enzyme signal, 0 = enzyme-free wells. activation factor at 10 µM;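 active = activation factor of at least 2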; note: the source names both 10 and 20 µM as test concentration; values of inactives mirror those of a sister screen read the other way
#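 Assay system: mouse IAP enzyme; reagent: chemiluminescent substrate CDP-Star; dosing: test compounds delivered from DMSO solution; schedule: 30 min at room temperature; measured by: luminescence from enzymatic CDP-Star hydrolysis; controls: DMSO-only wells and no-enzyme negative control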
# A3A deaminase – blocks human APOBEC3A ssDNA deamination | P31941 | recombinant A3A, FAM/TAMRA ssDNA deamination fluorescence | inhibition, % at 20 µM | hit rate 0.41% among 330,000;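 active = at least 40% inhibition at 20 µM here, with at most 30% in a related deaminase screen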;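 note: plate controls were A3A with DMSO for no effect and wells lacking A3A enzyme for full effect; some results filed as inactive read as strong as hits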
# Target sequence (P31941 whole entry, looked up): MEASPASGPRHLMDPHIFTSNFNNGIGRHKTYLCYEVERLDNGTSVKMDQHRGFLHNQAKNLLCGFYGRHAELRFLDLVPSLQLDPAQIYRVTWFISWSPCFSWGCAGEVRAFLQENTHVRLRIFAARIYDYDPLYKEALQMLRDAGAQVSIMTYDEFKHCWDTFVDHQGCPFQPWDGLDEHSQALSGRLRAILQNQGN
# NALP3 yeast inh – blocks the NALP3 inflammasome reconstituted in yeast; Yeast reconstituted NLRP3/ASC/caspase-1, beta-gal luminescence, 24 h; inhibition, % at 10 µM; hit rate 0.39% among 330,000;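 active = inhibition of 50% or more; inactive = inhibition below 50%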;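 note: plate controls were induced DMSO wells for no effect and uninduced yeast grown without galactose for full effect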
# tim10-1 inh – growth inhibitors of tim10-1 mutant yeast; S. cerevisiae tim10-1 ts strain growth, BacTiter-Glo, 24 h; inhibition, % at 20 µM; hit rate 2.2% among 330,000;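 active = inhibition of at least 40%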;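 note: mutant grown at 25 °C; 0% = DMSO wells with yeast and 100% = wells holding no yeast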
# hIAP inh – blocks human intestinal alkaline phosphatase. P09923. purified IAP, CDP-Star luminescence, 30 min. inhibition, % at 10 µM. hit rate 0.12% among 330,000. AID 2544;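 active = inhibition reaching a set limit with compound at 10 µM in the primary screen, cut at about 35% in these data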;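 note: plate controls were DMSO wells with enzyme for no effect and no-enzyme buffer wells for full effect; values of inactives mirror those of a sister screen read the other way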
# Target sequence (P09923 whole entry, looked up): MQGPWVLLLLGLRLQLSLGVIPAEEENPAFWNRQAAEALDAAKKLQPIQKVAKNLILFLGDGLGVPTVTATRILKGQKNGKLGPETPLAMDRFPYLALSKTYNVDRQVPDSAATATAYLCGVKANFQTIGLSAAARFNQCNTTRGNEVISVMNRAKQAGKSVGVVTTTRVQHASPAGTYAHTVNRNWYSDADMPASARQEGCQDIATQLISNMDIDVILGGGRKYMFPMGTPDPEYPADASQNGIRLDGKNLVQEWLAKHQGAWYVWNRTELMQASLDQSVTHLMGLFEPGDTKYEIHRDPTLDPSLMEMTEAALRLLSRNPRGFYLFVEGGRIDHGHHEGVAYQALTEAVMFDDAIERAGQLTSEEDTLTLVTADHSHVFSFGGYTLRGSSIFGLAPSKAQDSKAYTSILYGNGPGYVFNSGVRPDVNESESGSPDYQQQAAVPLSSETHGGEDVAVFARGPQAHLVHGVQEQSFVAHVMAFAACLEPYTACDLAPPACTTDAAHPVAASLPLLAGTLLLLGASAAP
# APOBEC3G inh – blocks human APOBEC3G single-stranded DNA deamination. Q9HC16. recombinant A3G, ssDNA deamination FAM/TAMRA fluorescence. inhibition, % at 20 µM. hit rate 0.28% among 330,000;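 active = inhibition of at least 40% at 20 µM, with no more than 30% in the related APOBEC3A deaminase screen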;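 note: plate controls were DMSO wells with A3G for no effect and wells lacking A3G enzyme for full effect; some compounds called inactive have numbers as strong as hits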
# TIM10 inh – growth inhibitors of TIM10 yeast strain. hit rate 1.4% among 330,000. inhibition, % at 10 µM. S. cerevisiae TIM10 strain growth, BacTiter-Glo luminescence, 24 h;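 active = inhibition of 40% or more at the single tested concentration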;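 note: wild-type TIM10 isogenic control strain grown at permissive 25 °C; 0% = DMSO yeast wells and 100% = minimal medium wells without yeast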
# MIN6 prolif – induces beta-cell replication in MIN6 cells. MIN6 cells proliferation, ATPlite luminescence, 48 h; cells starved in 0.2% serum; 100% = growth in 10% serum. proliferation, % at 10 µM. hit rate 0.29% among 330,000. AID 2380;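 active = compounds whose signal lies at least 3.5 SD above the mean of all wells on their plate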;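 note: 0% = DMSO-treated cells in low-serum medium and 100% = 10% serum control; some compounds called inactive have numbers as strong as hits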
# * hit, by the source's call; . = no result given.
SMILES,mIAP inh,mIAP act,A3A deaminase,NALP3 yeast inh,tim10-1 inh,hIAP inh,APOBEC3G inh,TIM10 inh,MIN6 prolif
CN(C)S(=O)(=O)c1cccc(NC(=O)c2sccc2-c2ccccc2)c1,6,0.94,-1,4,25,-13,-5,-4,0
CCN(CC)C(=S)SCC(=O)c1ccc(Br)cc1,5,0.95,-1,55*,24,-1,-2,0,-2
CCC(=O)Nc1ccc(C(=O)NNC(=O)C2CCCCC2)cc1,-2,1,0,20,11,-8,1,-1,-5
O=C(COC(=O)c1ccc([N+](=O)[O-])cc1)NC12CC3CC(CC(C3)C1)C2,5,0.95,1,15,21,0,-3,21,-3
O=c1oc(CCCO)cc2ccc(/C=C/c3cccc([N+](=O)[O-])c3)cc12,3,0.97,0,7,15,-2,-9,-8,-1
O=C(NC(=S)NC1CCCCCCCCCCC1)c1cccnc1,5,0.95,-3,14,7,21,-3,-37,-4
Cc1nc(SCc2ccc(O)c([N+](=O)[O-])c2)c([N+](=O)[O-])[nH]1,20,0.8,0,-7,7,13,63*,9,2
Cc1cc2c(cc1C)-c1nnc(-c3ccc4ccccc4n3)n1C(C)(C)C2,-13,1.1,-1,24,-33,-1,-6,-47,2
COc1ccc2nc3cc(Cl)ccc3c(Nc3cc(C(C)C)c(O)cc3C)c2c1,6,0.94,-4,36,47*,4,-8,19,-6
Clc1ccc(-c2onc3c2CCCC3)cc1,6,0.94,-3,7,-7,-16,-5,1,-1
CCOC(=O)C(CC)n1cnc2c(nnn2-c2ccc(F)cc2)c1=O (stereo not given),-11,1.1,-2,2,-23,-6,-7,-9,4
O=c1[nH]c(CN2CCN(c3ccccc3O)CC2)nc2scc(-c3ccccc3Cl)c12,10,0.9,-3,3,7,-12,-3,19,-2
C=CCn1cc(C(=O)OCC)c(=O)c2cc(F)c(F)cc21,2,0.98,-1,28,5,7,-7,-2,0
CC(=O)C[C@H](O)CC(=O)[C@@H]1OC(=O)CCCCC/C=C/Cc2ccccc21,0,0.99,0,3,13,4,-4,17,0
O=C(NCc1cccnc1)c1ccc(-c2cc(Cl)ccc2Cl)o1,4,0.96,0,17,40*,7,1,15,0
CC(C)N(C(=O)[C@H]1CC(CC(=O)NCCN2CCOCC2)C(=O)N2CCc3c([nH]c4ccccc34)[C@]12C)C(C)C (stereo not given in full),-10,1.1,-3,12,-10,7,-5,9,-1
CCOC(=O)N1CCN(Cc2oc(CO)cc(=O)c2O)CC1,-2,1,-5,-4,10,-22,-3,3,-1
Cc1c(C(=O)O)oc2ccc(S(=O)(=O)N(CC(C)C)CC(C)C)cc12,0,1,-5,11,0,-6,-6,10,-1
Fc1ccc(-c2csc(=S)[nH]2)cc1,14,0.86,-2,-3,3,14,-2,1,2
CNC(=O)CC(C(=O)O)c1ccc(OCC(C)C)cc1 (stereo not given),-17,1.2,-2,-24,-1,-8,-6,-1,0
CCN(CC)c1ccc(C(=O)OCC(=O)NC2CCCCC2C)cc1 (stereo not given),-1,1,0,-9,14,15,-4,28,-1
CCN(Cc1ccncc1)C(=O)CSc1ccc2ccccc2c1,-2,1,-8,-3,17,-19,-5,-2,-3
Cc1ccc(OCCC(=O)OCC(=O)Nc2cc(C)nn2-c2ccccc2)cc1,4,0.96,5,1,8,-1,-7,12,3
CCOC(=O)c1sc(NC(=O)/C=C/c2cnn(CC)c2C)c(C(=O)OCC)c1C,2,0.98,3,6,30,18,12,4,-6
COc1ccc(-c2cc(C#N)nc(Oc3ccc(Cl)cc3)n2)cc1,9,0.91,0,13,2,-7,-5,15,-2

# Compounds above that contain a thiophene ring, fused or not:
SMILES,mIAP inh,mIAP act,A3A deaminase,NALP3 yeast inh,tim10-1 inh,hIAP inh,APOBEC3G inh,TIM10 inh,MIN6 prolif
CN(C)S(=O)(=O)c1cccc(NC(=O)c2sccc2-c2ccccc2)c1,6,0.94,-1,4,25,-13,-5,-4,0
O=c1[nH]c(CN2CCN(c3ccccc3O)CC2)nc2scc(-c3ccccc3Cl)c12,10,0.9,-3,3,7,-12,-3,19,-2
CCOC(=O)c1sc(NC(=O)/C=C/c2cnn(CC)c2C)c(C(=O)OCC)c1C,2,0.98,3,6,30,18,12,4,-6

# Filtered by structure: the compounds so far containing a Cl atom.
SMILES,mIAP inh,mIAP act,A3A deaminase,NALP3 yeast inh,tim10-1 inh,hIAP inh,APOBEC3G inh,TIM10 inh,MIN6 prolif
COc1ccc2nc3cc(Cl)ccc3c(Nc3cc(C(C)C)c(O)cc3C)c2c1,6,0.94,-4,36,47*,4,-8,19,-6
Clc1ccc(-c2onc3c2CCCC3)cc1,6,0.94,-3,7,-7,-16,-5,1,-1
O=c1[nH]c(CN2CCN(c3ccccc3O)CC2)nc2scc(-c3ccccc3Cl)c12,10,0.9,-3,3,7,-12,-3,19,-2
O=C(NCc1cccnc1)c1ccc(-c2cc(Cl)ccc2Cl)o1,4,0.96,0,17,40*,7,1,15,0
COc1ccc(-c2cc(C#N)nc(Oc3ccc(Cl)cc3)n2)cc1,9,0.91,0,13,2,-7,-5,15,-2

# New compounds follow.
SMILES,mIAP inh,mIAP act,A3A deaminase,NALP3 yeast inh,tim10-1 inh,hIAP inh,APOBEC3G inh,TIM10 inh,MIN6 prolif
COc1ccc(C2C(C(=O)Nc3ccc4c(c3)OCCO4)c3ccccc3C(=O)N2C)cc1 (stereo not given),-54,1.5,1,6,19,2,2,-4,0
CCOc1ccc(NC(=O)CN(C)Cc2cc(=O)n3c(-c4ccccc4)csc3n2)cc1OCC,0,1,4,12,4,8,-2,6,-2
O=C(COC(=O)c1cc2ccccc2o1)NCc1ccco1,0,1,-1,14,8,1,-7,5,-2
Cc1cccc(NC(=S)NC2CC3C=CC2C3)c1 (stereo not given),-69,1.7,-2,6,10,10,-5,11,-4
COCc1cc(C)nc(SCC(=O)NC2CCCCC2C)c1C#N (stereo not given),10,0.9,4,21,10,12,-5,4,-1
Cc1ccc(O)c(-c2cc(-c3ccccc3C)[nH]n2)c1,1,0.99,1,4,52*,-39,-1,66*,-3
O=C(c1cccc(S(=O)(=O)N2CCc3ccccc32)c1)N1CCc2ccccc2C1,9,0.91,-5,0,12,15,-7,19,-3
O=C1OC(Cc2ccccn2)C(=O)C1=C1SCCS1 (stereo not given),-2,1,-1,-5,13,9,-5,5,3
CCc1nnc(NC(=O)C(NS(=O)(=O)c2ccc3c(c2)OCCO3)C(C)C)s1 (stereo not given),-1,1,-5,-6,1,3,-6,2,-2
CCc1ccc(-c2nc(SCC(=O)N(CC)C3CCS(=O)(=O)C3)n[nH]2)cc1 (stereo not given),21,0.79,4,10,4,-21,-5,14,-2
O=C1OCCN1C(=O)[C@H]1[C@H](c2ccc([N+](=O)[O-])cc2)C(c2ccccc2)=NN1c1ccc(Br)cc1,11,0.89,0,.,22,.,3,6,.
CCc1cccc(NS(=O)(=O)c2ccc3c(c2)n(C)c(=O)n3C)c1,2,0.98,-1,5,11,-9,-7,5,0
Cc1ccc(-n2c(=O)c3c4c(sc3n(Cc3cc(=O)n5ccccc5n3)c2=O)CCC4)cc1C,-8,1.1,-3,-13,34,5,-5,6,0
O=C(NCc1ccc(F)cc1)N1CCN(S(=O)(=O)c2ccccc2F)CC1,4,0.96,-2,0,6,0,-6,8,1
Cc1ccc(-c2csc(NC(=O)c3ccc(Br)cc3)c2C(=O)O)cc1,6,0.94,-3,91*,81*,3,-5,82*,-6
O=C(NNc1nc2c(F)cccc2s1)C1=COCCO1,18,0.82,4,-3,-4,-65,-6,-16,-2
Cc1cc(Cl)ccc1OCCNC(=S)NC(=O)c1cccnc1,16,0.84,1,6,1,9,0,-9,-4
Cc1ccccc1S(=O)(=O)Nc1nc2ccccc2nc1N1CCc2ccccc2C1,9,0.91,-4,12,38,2,-3,-15,-2
COc1cc(/C=N/Nc2ccc(Cl)c(C(=O)O)c2)ccc1OC(=O)c1ccco1,-9,1.1,-3,-29,30,-2,0,15,-3
O=C(Nc1ccccc1)c1ccc(S(=O)(=O)N2CCCCC2)cc1,-2,1,2,52*,28,-19,-5,31,0
CCSc1n[nH]c2nc3c(c(=O)n12)C1(CCCC1)Cc1ccccc1-3,8,0.92,-5,-37,33,-16,-8,34,-3
Cc1ccc(C)c(S(=O)(=O)N(C)Cc2cccs2)c1,-1,1,-2,25,3,3,-3,-12,2
O=C(CC1SC(=Nc2ccccc2)N(CCO)C1=O)Nc1ccccc1 (stereo not given),-6,1.1,2,6,-3,-16,-8,0,-4
Fc1ccccc1-c1[nH]ncc1-c1nnnn1-c1ccccc1,-9,1.1,-5,15,10,-72,4,-11,-2
CCC(CC)C(=O)c1c[nH]c(C(=O)NCc2ccncc2)c1,-12,1.1,-4,7,8,-13,-12,1,-5

# Another view of some results above.
> O=C(Nc1ccccc1)c1ccc(S(=O)(=O)N2CCCCC2)cc1
  mIAP inh = -2
  mIAP act = 1
  A3A deaminase = 2
  NALP3 yeast inh = 52*
  tim10-1 inh = 28
  hIAP inh = -19
  APOBEC3G inh = -5
  TIM10 inh = 31
  MIN6 prolif = 0

> COCc1cc(C)nc(SCC(=O)NC2CCCCC2C)c1C#N (stereo not given)
  mIAP inh = 10
  mIAP act = 0.9
  A3A deaminase = 4
  NALP3 yeast inh = 21
  tim10-1 inh = 10
  hIAP inh = 12
  APOBEC3G inh = -5
  TIM10 inh = 4
  MIN6 prolif = -1

# Remaining list, next part
SMILES,mIAP inh,mIAP act,A3A deaminase,NALP3 yeast inh,tim10-1 inh,hIAP inh,APOBEC3G inh,TIM10 inh,MIN6 prolif
O=C(c1cccc(F)c1)n1nnc2ccccc21,-2,1,-2,-4,7,9,-1,-2,-3
NC(=O)c1ccc([N+](=O)[O-])cc1SCc1ccccc1,5,0.95,18,10,7,12,-2,14,0
CCCn1c(=O)c2ccccc2n2c(SCC(=O)NCc3cccs3)nnc12,-4,1,-1,20,-5,-11,-3,-20,2
COc1ccc(CN2CCC(Oc3ccc(C(=O)N4CCCCC4)cc3)CC2)cc1C,-2,1,-2,12,-1,5,-6,8,-2
CCN(CC(=O)Nc1ccc(NC(C)=O)cc1)C(=O)CN1C(=O)C2CCCCC2C1=O (stereo not given),-6,1.1,-4,5,-3,5,-7,6,-3
CN(C)S(=O)(=O)c1cccc(C(=O)NCc2cccs2)c1,4,0.96,-1,26,8,14,-7,2,-2
Cc1ccccc1NS(=O)(=O)c1cc(C(=O)Nc2cccc(N(C)S(C)(=O)=O)c2)ccc1C,4,0.96,-5,0,14,-5,-3,-9,-3
COc1ccc(Cl)cc1C(=O)NN=C1CCCC1,7,0.93,-1,6,-4,-2,-7,22,0
CC1CN(C(=O)c2cn3ccccc3n2)CC(C)O1 (stereo not given),6,0.94,3,25,0,-22,-1,1,-3
CC(C)(C)SCCNC(=O)/C=C/c1ccc(F)cc1,4,0.96,-1,27,10,2,-2,-17,0
O=C(Nc1cc(Cl)ccc1-n1cncn1)c1cc(F)c(F)c(F)c1F,2,0.98,-1,11,-142,-2,-7,-8,-5
CCCCNC(=O)CSc1nc2ccccc2c(=O)n1Cc1ccc2c(c1)OCO2,5,0.95,2,5,13,-3,-1,-12,7
CC(C)(C)n1[nH]c2c3c(ccc2c1=O)C(=O)c1ccccc1C3=O,0,1,5,21,45*,4,3,65*,-6
COC(=O)c1cc(-c2ccc(OC)cc2F)nc2nc(SC)[nH]c(=O)c12,-2,1,-1,-7,3,8,-7,-10,0
